Bioassay records deposited in PubChem by several laboratories.
LYPLA2 counter = counter-screen for PME1 inhibitors: inhibitors of human LYPLA2; recombinant LYPLA2, FP-Rh probe fluorescence polarization; inhibition, % at 5.9 µM; actives 0.38% (n = 320,000); AID 2177;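 active means inhibition above the screen-wide mean plus 3 SD, limit set per campaign, cut at about 26% in these data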;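 further: 0% = LYPLA2 with DMSO and 100% = wells lacking LYPLA2 enzyme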
Target sequence (O95372 whole entry, looked up): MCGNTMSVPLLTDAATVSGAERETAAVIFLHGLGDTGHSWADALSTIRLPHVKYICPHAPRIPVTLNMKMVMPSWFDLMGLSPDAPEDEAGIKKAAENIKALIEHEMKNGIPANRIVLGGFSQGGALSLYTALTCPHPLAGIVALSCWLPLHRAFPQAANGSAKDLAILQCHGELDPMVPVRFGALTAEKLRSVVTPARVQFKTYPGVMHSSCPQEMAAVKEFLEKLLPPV
TPT1 inh = C. albicans TPT1 enzyme inhibition | actives 0.81% (n = 300,000) | inhibition, % at 5 µM | AID 1962 | recombinant caTPT1, FP RNA substrate dephosphorylation;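 active means inhibition above the mean of all tested compounds plus 3 SD, set per screening campaign, cut at about 24% in these data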;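 further: plate controls were DMSO alone for no effect and ferristatin control at 100 nM for full effect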
Efflux pump mplx = blocks antifungal efflux pumps in multiplex yeast assay; actives 0.44% (n = 330,000); inhibition, % at 10 µM; S. cerevisiae Candida pump triplex, Nile Red efflux; AID 485275;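 active means plate passing quality check with inhibition over a set limit, or well fluorescence over plate mean plus 4 SD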;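 further: Nile Red retained in pooled yeast measured as flow cytometry median fluorescence; 0% = buffer negative control and 100% = Enniatin B positive control; higher means more Nile Red kept so more efflux inhibition; some compounds called inactive have numbers as strong as hits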
PP5 inh = blocks human protein phosphatase 5 activity; P53041; purified PP5c, OMFP substrate fluorescence; inhibition, % at 6.7 µM; actives 0.18% (n = 320,000); AID 1987;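 active means inhibition above the campaign's mean inhibition across all tested compounds plus 3 SD, cut at about 9.5% in these data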;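 further: 0% = DMSO only and 100% = 100 µM cantharidin control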
Fh CTSL1 inh = cathepsin L1 inhibition, PFM18AAP counter-screen. recombinant F. hepatica cathepsin L1, Z-Leu-Arg-MCA fluorescence. inhibition, % at 5.96 µM. actives 0.49% (n = 300,000);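 active means inhibition above the mean of all tested compounds plus 3 SD, set per screening campaign, cut at about 17% in these data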;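 further: 0% = plate median of test compound wells and 100% = 1 µM Z-Phe-Ala-diazomethylketone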
core dimer inh = HCV core protein dimerization inhibition | TR-FRET GST/Flag-core106 dimerization, 1536-well | inhibition, % at 5 µM | actives 0.33% (n = 300,000);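 active means inhibition above the mean of all tested compounds plus 3 SD, set per screening campaign, cut at about 45% in these data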
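Material: Tagged HCV core106 pair (GST and Flag) | Amount: GST-core106 13.5 nM, Flag-core106 17 nM | Medium: KF-containing HEPES buffer, pH 7.45, DTT, CHAPS, BSA | Reagent: Eu donor and XL665 acceptor anti-tag antibodies | Schedule: 4 h at 22.5 °C | Technique: Time-resolved FRET, ex 340 nm, em 617 and 671 nm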
PP1 counter = blocks human PP1-alpha phosphatase, a PP5 counter-screen; purified PP1alpha, OMFP fluorescence; inhibition, % at 6.7 µM; actives 0.9% (n = 320,000); AID 2235;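 active means inhibition above the mean inhibition of all tested compounds plus 3 SD, computed separately for each screening campaign, cut at about 15% in these data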
JMJD2C inh = inhibitors of human GASC-1 (JMJD2C) demethylase; actives 0.069% (n = 330,000); Q9H3R0; GST-JMJD2C(1-420) H3K9me3 demethylation, DELFIA europium; inhibition, % at 2.35 µM; AID 2099;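 active means more than half of a compound's replicate wells show inhibition beyond 50%, single wells judged on their own value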;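 further: signal counts dimethyl H3K9 product captured on neutravidin plate; 0% = median of DMSO wells and 100% = 0.3 times that DMSO median; strong numbers were not always called active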
PREPL inhibitor = inhibits the human prolyl oligopeptidase-like enzyme. Q4J6C6. recombinant PREPL, fluorescence polarization activity-based probe. inhibition, % at 5.96 µM. actives 0.68% (n = 320,000). AID 2751; in the data active means inhibition above about 43%;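 further: 0% = enzyme with DMSO and 100% = wells lacking enzyme; many of its hits are not listed in these tables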
Target sequence (Q4J6C6 whole entry, looked up): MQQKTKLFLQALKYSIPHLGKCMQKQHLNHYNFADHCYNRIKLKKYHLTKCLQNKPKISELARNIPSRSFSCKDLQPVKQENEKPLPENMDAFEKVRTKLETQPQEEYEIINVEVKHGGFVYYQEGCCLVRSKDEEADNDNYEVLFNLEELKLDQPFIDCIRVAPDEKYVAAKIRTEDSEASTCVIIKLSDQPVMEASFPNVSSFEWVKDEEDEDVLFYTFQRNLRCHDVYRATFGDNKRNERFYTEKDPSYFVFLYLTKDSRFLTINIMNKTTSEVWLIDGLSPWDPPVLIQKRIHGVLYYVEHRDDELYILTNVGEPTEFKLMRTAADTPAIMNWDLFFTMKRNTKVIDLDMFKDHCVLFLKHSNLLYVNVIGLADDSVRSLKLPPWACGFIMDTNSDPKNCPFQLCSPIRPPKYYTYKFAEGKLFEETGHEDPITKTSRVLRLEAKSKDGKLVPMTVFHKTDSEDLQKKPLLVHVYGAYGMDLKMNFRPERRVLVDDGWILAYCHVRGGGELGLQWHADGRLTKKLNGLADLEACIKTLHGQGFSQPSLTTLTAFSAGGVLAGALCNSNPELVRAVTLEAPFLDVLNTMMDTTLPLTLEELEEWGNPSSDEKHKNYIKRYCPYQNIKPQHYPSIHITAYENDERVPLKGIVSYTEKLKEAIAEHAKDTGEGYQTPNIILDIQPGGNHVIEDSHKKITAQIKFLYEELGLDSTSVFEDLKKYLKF
* = called active by the depositor; i = inactive; / = no result given. Some of the compounds tested (hit frequency here may not be typical).

SMILES	LYPLA2 counter	TPT1 inh	Efflux pump mplx	PP5 inh	Fh CTSL1 inh	core dimer inh	PP1 counter	JMJD2C inh	PREPL inhibitor
Cc1ccc(C(=O)N/C(=C\c2ccco2)C(=O)NCCN2CCCCC2)cc1C	9	-1	-0.1	1.2	-1	-16	1	-109	3
C=CCn1c(SCc2nc3cc(C(=O)OC)ccc3c(=O)[nH]2)nc2sc(CC)cc2c1=O	-6	-1	0.1	3.5	-1	16	2	-4	-4
CC(=O)c1cccc(NC(=O)CN2C(=O)c3cccnc3Oc3ccc(Cl)cc32)c1	-7	19	-0.2	-1.0	2	25	0	1	0
O=C(/C=C/c1ccco1)Oc1cccc2cccnc12	-111	-2	-0.1	0.3	-4	-4	-1	-15	35
Nc1ccc(Cc2ccccn2)cc1	5	2	-0.1	0.6	-6	-1	6	4	10
COc1cccc(NC(=O)NC(C)C2CC3CCC2C3)c1 (stereo not given)	-1	0	0.1	-1.4	2	13	1	-4	-4
CC(C)N(C(=O)Cn1c(=O)oc2ccccc21)c1ccccc1	-9	2	0.1	-3.3	-3	-7	5	-10	14
O=C(c1ccccn1)N1N=C2/C(=C/c3ccccc3)CCCC2C1c1ccccc1 (stereo not given)	3	1	0.2	4.5	0	11	4	-11	10
COc1cccc(CNC(=O)CSc2nnc3c(n2)[nH]c2ccc(OC)cc23)c1	-7	1	0.2	0.2	2	2	-2	-4	-1
COc1ccc(NC(=O)/C=C/c2cccc(Br)c2)cn1	-10	-27	-0.1	-0.1	4	-4	0	-12	2
COCCn1nnnc1C(c1cccs1)N1CCN(c2cccc(C(F)(F)F)c2)CC1 (stereo not given)	-1	-1	0.1	1.7	3	2	1	i	23
Cc1ccc(C(=O)Nc2cccc(N(C)S(C)(=O)=O)c2)cc1S(=O)(=O)Nc1ccccc1	-11	2	0.0	3.8	19*	0	-2	-1	7
COc1ccc(C(CC(=O)O)N2Cc3ccccc3C2=O)cc1 (stereo not given)	11	-3	0.0	-0.4	-3	-10	0	18	9
CCCCOc1ccc(/C(O)=C2/C(=O)C(=O)N(CCCOC)C2c2ccncc2)cc1C (stereo not given)	3	-1	-0.1	0.7	1	1	0	7	6
CCOc1ccc(CC(=O)NNC(=S)NC2CCCCC2)cc1OCC	5	-2	0.0	2.8	0	-4	-4	13	0
O=C(Nc1nnc(-c2ccccc2F)s1)C1CCN(S(=O)(=O)c2ccc(Cl)cc2)CC1	7	1	0.7	1.3	-2	-4	1	6	-9
Cc1ccccc1NC(=O)C1C2CC/C=C\CCC21 (stereo not given)	1	1	0.0	3.0	4	32	1	-3	0
CNC(=S)NNc1nncc2ccccc12	3	2	-0.1	8.9	0	-8	0	-2	-3
COc1ccccc1C(=O)NCCCNC(=O)c1cccnc1	6	-1	0.0	2.7	-3	-9	0	2	-1
CN(C)c1ccc(/C=N\NC(=O)c2ccc(Cn3cc(Cl)cn3)cc2)cc1	4	1	-0.1	3.7	6	-32	5	-1	24
CCN(CC)C(=O)Cn1cc(SCC(=O)NC2CCCC2)c2ccccc21	-3	0	0.1	-1.0	0	1	-1	3	3
Cc1ccccc1C(=O)N1CCN(c2ccc(NC(=O)c3ccc([N+](=O)[O-])o3)cc2)CC1	11	-2	0.1	-0.1	9	-8	-2	4	7
Cc1ccc(S(=O)(=O)Nc2ccc(N3CCOCC3)cc2)cc1[N+](=O)[O-]	9	3	0.4	3.5	2	-3	2	9	11
O=C(Nc1nc(-c2ccccc2)cs1)C1CCCO1 (stereo not given)	7	-4	0.1	0.7	-2	-1	-1	-5	19
O=C(c1cc(C2CC2)nn1-c1ccccc1)N1CCN(S(=O)(=O)c2c(F)cccc2F)CC1	0	/	-0.1	-0.8	/	/	-1	-4	3

Later entries.
SMILES	LYPLA2 counter	TPT1 inh	Efflux pump mplx	PP5 inh	Fh CTSL1 inh	core dimer inh	PP1 counter	JMJD2C inh	PREPL inhibitor
CC(=O)N1c2ccc(S(=O)(=O)N3CCC(C(=O)NCc4ccc(Cl)cc4)CC3)cc2CC1C (stereo not given)	5	0	0.1	3.5	-2	-2	1	2	7
Cc1nn(-c2ccc(Cl)cc2)c(Cl)c1/C=N/NC(=O)c1ccc(NS(=O)(=O)c2cccs2)cc1	-28	6	0.1	2.1	4	54*	19*	-4	25
CCN(CC)CCCNC(=O)c1cc2c(Cl)nc3ccccc3c2s1	2	-1	-0.1	1.9	0	-10	1	-1	-48
COc1ccc(N2CCN(C(=O)C3CCN(C(=O)c4ccccc4Cl)CC3)CC2)cc1	9	-1	0.1	-1.2	-4	1	-4	3	10
Cc1sc2ncnc(SCc3ccc(C(=O)O)cc3)c2c1C	-3	-1	0.0	-0.6	-4	6	-2	-1	4
COc1ccccc1NC(=O)C(C)OC(=O)c1cccc(-n2cnnn2)c1 (stereo not given)	-1	0	0.1	-2.4	-6	-2	-3	-7	11
Cc1ccc(C)c(N(C)C(=O)c2ccc3c(=O)n4c(nc3c2)CCCCC4)c1	-4	-4	-0.1	-2.1	0	1	4	-1	6
O=C1CC(c2ccco2)CC2=C1C=Nc1ccccc1N2 (stereo not given)	8	-3	-0.2	2.6	0	-2	-1	-13	-10
O=C(NCc1ccccc1)C1=C[C@@H](c2ccc3c(c2)OCO3)C[C@@H](OCCCCO)O1	-3	-1	0.0	-1.0	3	9	10	-2	5
CC(C)OC(=O)CSc1ncnc2c1cnn2-c1ccccc1	-3	-4	0.0	0.5	3	8	4	-8	-6
Cc1ccc(S(=O)(=O)N2[C@@H](c3ccccc3)C(C(=O)O)=CC[C@H]2c2ccc(Cl)cc2)cc1	0	4	0.1	-2.0	-4	19	9	10	-6
O=P(Cc1cc(Br)cc(Br)c1OCCO)(c1ccccc1)c1ccccc1	5	-2	-0.1	-1.3	3	0	-3	-4	-2
CCCCOc1ccc(C(=O)NNC(=O)C2C3CCC(C3)C2C(=O)O)cc1 (stereo not given)	0	-5	-0.1	-0.8	0	0	0	-10	10
Cc1ccc(S(=O)(=O)N(C)c2ccc(OC(=O)CN3C(=O)NC4(CCCC4)C3=O)cc2)cc1	7	-2	0.3	4.7	-14	-4	-2	-6	5
Cc1ccc(Cn2c(CCNc3nc(-c4ccc(Cl)c([N+](=O)[O-])c4)cs3)nc3cc(Cl)c(Cl)cc32)cc1	-3	-4	0.0	2.4	4	24	2	3	10
O=C1C[C@@H](c2ccc(O[C@@H]3O[C@H](CO)[C@@H](O)[C@H](O)[C@H]3O)cc2)Oc2cc(O)ccc21	-2	-6	/	-3.8	1	-17	-5	2	19
CC(=O)Nc1ccc(S(=O)(=O)NNC(=O)c2cc3c4ccccc4n(C)c3s2)cc1	-4	-5	-0.1	2.7	-2	14	1	-2	-26
O=C(Nc1ccc2c(c1)OCO2)C1CCN(S(=O)(=O)Cc2ccccc2)CC1	-10	2	0.2	-3.8	-1	18	6	-17	-8
CCOc1ccc(/C=N/N(C)c2ccccc2)cc1OC	2	3	0.3	0.8	3	-14	0	-8	5
CC1CCCCN1C(=O)COC(=O)CNC(=O)c1sc2ccccc2c1Cl (stereo not given)	1	2	0.1	-0.4	-9	2	-5	1	13
CC(=O)NCC(=O)OCC(=O)c1ccc(Cl)cc1	3	3	0.2	3.3	-15	-8	-7	-8	6
Oc1ccccc1C1=Nc2nc3ccccc3n2C(c2ccccc2)C1 (stereo not given)	4	7	0.0	-0.5	6	20	6	-2	23
CC(C)[C@H](NC(=O)[C@@H]1CSC2c3ccccc3C(=O)N21)C(=O)NCC1CCCO1 (stereo not given in full)	-1	-3	-0.1	1.8	10	-9	0	-5	15
Cc1nc2ccccc2c(=O)n1/N=C/c1ccc(F)cc1	2	-1	0.0	0.7	-1	-3	1	-6	-8
O=C(c1ccc(Cl)cc1)N1CCCOC1	5	-3	0.1	1.5	4	0	-4	-2	-5

(more compounds)
SMILES	LYPLA2 counter	TPT1 inh	Efflux pump mplx	PP5 inh	Fh CTSL1 inh	core dimer inh	PP1 counter	JMJD2C inh	PREPL inhibitor
CC(=O)Nc1c(O)nc(SCc2ccccc2C#N)[nH]c1=O	4	-3	0.1	0.7	-2	1	2	-1	0
O=C(CN1C(=O)NC2(CCCC2)C1=O)Nc1ccc(Cl)cc1F	2	-1	-0.2	-0.1	2	-8	-2	-15	5
Cc1ccc(/C=N\NC(=O)c2cc(OCC(F)(F)F)ccc2OCC(F)(F)F)cc1	-4	-1	0.0	1.5	4	12	1	-1	1
O=C(NCc1ccc(F)cc1)C(c1ccc(F)cc1)N(C(=O)c1csnn1)C1CC1 (stereo not given)	1	1	0.2	0.8	-2	7	-2	-8	-5
CC(C)(C)c1nnc(NC(=O)Nc2ccc(Cl)cc2)s1	2	-4	-0.1	-0.1	4	-6	-1	-22	12
Cc1ccc(C(=O)NCC(=O)OCC(=O)Nc2ccccc2C#N)s1	-11	5	0.5	-4.7	-17	3	-3	-2	-7
COc1cc(/C=C/C(=O)Nc2cccc(S(=O)(=O)NC3=NCCCCC3)c2)ccc1OCC#N	-19	7	0.1	-0.9	-6	12	-6	8	-18
C/C(CC1(O)C(=O)Nc2ccccc21)=N\O (stereo not given)	1	6	0.1	-2.6	-1	-2	-5	-2	18
NC(=S)N/N=C/c1ccc2ccccc2c1	-2	2	8.2*	2.5	4	-20	-7	4	-12
O=S(=O)(Cc1ccc(Cl)cc1)N1CCCCCC1	2	1	0.1	-4.5	1	9	4	6	-2
CC(C)(C)C1CCC(=O)N(CCSc2ccccc2)CC1 (stereo not given)	-2	0	0.0	-0.3	2	2	1	-14	4
COc1ccc(N(C(=O)c2cccnc2)S(=O)(=O)c2cccs2)cc1	1	3	0.1	-1.3	0	-2	-3	-5	6
CC(C(=O)O)N(C(=O)c1ccccc1)c1ccc(F)cc1 (stereo not given)	0	0	0.0	0.5	0	0	-4	-1	1
CC(=O)c1c(C)[nH]c(C(=O)Nc2nc(-c3ccc(Cl)cc3)cs2)c1C	-2	0	0.3	-0.2	6	-2	-3	3	2
Cc1ccc(Nc2ccc(C(=O)NC3CCCCC3)cn2)cc1	1	-2	0.0	2.1	5	-5	0	2	7
CN(Cc1ccccc1)C(=O)CNC(=O)Cn1cnc2ccccc2c1=O	5	-1	-0.1	0.1	0	-4	4	2	-10
COCCN(CCOC)c1nc(S(=O)(=O)c2ccc(C)cc2)c(Cl)s1	0	-2	0.0	-0.9	-3	2	-2	8	3
Cc1ccc(CCNC(=O)CS(=O)Cc2nc(-c3ccccc3F)oc2C)cc1 (stereo not given)	-4	1	0.1	2.7	-3	-4	1	-21	-13
CCn1c(SCC(=O)Nc2ccc(OC)cc2)nc2nc3c(cc2c1=O)CCCC3	-2	-8	0.1	1.2	-4	5	-5	3	-1
CC(C)C(C(=O)NCC1CCCO1)N(Cc1ccco1)C(=O)CNS(=O)(=O)c1ccc(F)cc1 (stereo not given)	1	-3	-0.1	-0.9	3	5	-5	-3	4
O=C(Nc1ccc(C(=O)O)cc1)Nc1cccc([N+](=O)[O-])c1	2	-2	-0.4	0.1	-3	-3	-2	4	3
